High-throughput results as filed in PubChem.
pPAFAH FP inh – pPAFAH (human) enzyme inhibition; inhibition, % at 3.39 µM; AID 463082; recombinant pPAFAH, FP-rhodamine probe fluorescence polarization; Q13093; actives 1.5% (n = 330,000);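 active means inhibition above the mean inhibition across the screen plus 3 SD, cut at about 25% in these data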;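 further: inhibitors block binding of the rhodamine activity-based probe so polarization drops; 0% = enzyme with DMSO and 100% = wells lacking pPAFAH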
GSTO1 inh – blocks human GSTO1 in RBBP9 counter-screen. P78417. inhibition, % at 5.96 µM. actives 1.1% (n = 300,000). recombinant GSTO1, activity-based probe fluorescence polarization;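 active means inhibition above the campaign mean inhibition plus 3 SD, cut at about 35% in these data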;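 further: 0% = GSTO1-1 with DMSO and 100% = wells lacking GSTO1-1 enzyme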
Target sequence (P78417 whole entry, looked up): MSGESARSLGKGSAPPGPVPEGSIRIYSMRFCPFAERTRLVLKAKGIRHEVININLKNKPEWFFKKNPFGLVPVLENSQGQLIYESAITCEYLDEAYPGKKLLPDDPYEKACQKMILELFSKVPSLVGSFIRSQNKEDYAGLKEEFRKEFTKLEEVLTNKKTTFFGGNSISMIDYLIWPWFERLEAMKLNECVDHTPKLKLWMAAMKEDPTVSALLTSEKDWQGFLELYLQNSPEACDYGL
PAFAH1B2 FP inh – blocks human PAF acetylhydrolase 1b catalytic subunit 2; recombinant PAFAH1B2, FP-rhodamine activity probe, fluorescence polarization; actives 1.2% (n = 340,000); inhibition, % at 3.39 µM;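 active means inhibition above the mean of all tested compounds plus 3 SD, cut at about 24% in these data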;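 further: 0% = enzyme with DMSO and 100% = wells lacking PAFAH1B2; many of its hits are not listed in these tables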
PAD4 inh – inhibitors of human PAD4. recombinant PAD4, RCA probe fluorescence polarization. inhibition, % at 6.36 µM. actives 0.41% (n = 330,000). AID 485272;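 active means percent inhibition above a cutoff equal to the mean of all tested compounds plus 3 SD, cut at about 15% in these data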;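 further: 0% = PAD4 with RCA probe and DMSO and 100% = probe without PAD4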
PME-1 inh – PME-1 (human) inhibition. Q9Y570. recombinant PME-1, FP-Rh probe fluorescence polarization. inhibition, % at 5.9 µM. actives 0.53% (n = 320,000). AID 2130;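 active means inhibition above the campaign mean of all compounds plus 3 SD, cut at about 26% in these data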;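 further: competitive labeling of PME-1 active site by serine hydrolase directed probe; 0% = PME-1 with DMSO and 100% = wells lacking PME-1 enzyme; inhibitors block probe labeling so polarization falls and inhibition rises; many of its hits are not listed in these tables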
PAFAH1B3 FP inh – PAFAH1B3 (human) inhibition | recombinant PAFAH1B3, FP-rhodamine probe, fluorescence polarization | Q15102 | inhibition, % at 3.39 µM | actives 0.28% (n = 340,000);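 active means inhibition above the screen-wide average of all tested compounds plus 3 SD, cut at about 25% in these data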;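 further: 0% = enzyme with DMSO only and 100% = wells lacking PAFAH1B3 protein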
Target sequence (Q15102 whole entry, looked up): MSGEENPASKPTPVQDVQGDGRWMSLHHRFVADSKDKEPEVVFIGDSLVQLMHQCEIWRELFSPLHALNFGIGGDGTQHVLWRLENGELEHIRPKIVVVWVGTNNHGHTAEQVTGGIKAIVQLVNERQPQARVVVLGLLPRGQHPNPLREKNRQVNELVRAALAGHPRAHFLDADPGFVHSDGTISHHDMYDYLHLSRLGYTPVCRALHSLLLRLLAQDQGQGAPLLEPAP
LYPLA1 inh – LYPLA1 (human) inhibition in PME1 counter-screen. actives 0.16% (n = 320,000). inhibition, % at 5.9 µM. recombinant LYPLA1, FP-Rh probe fluorescence polarization. AID 2174. O75608;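 active means inhibition above the mean of all tested compounds plus 3 SD, set per campaign, cut at about 14% in these data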;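 further: inhibitors block serine hydrolase probe labeling of LYPLA1 so polarization falls; 0% = enzyme with DMSO and 100% = wells lacking LYPLA1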
Target sequence (O75608 whole entry, looked up): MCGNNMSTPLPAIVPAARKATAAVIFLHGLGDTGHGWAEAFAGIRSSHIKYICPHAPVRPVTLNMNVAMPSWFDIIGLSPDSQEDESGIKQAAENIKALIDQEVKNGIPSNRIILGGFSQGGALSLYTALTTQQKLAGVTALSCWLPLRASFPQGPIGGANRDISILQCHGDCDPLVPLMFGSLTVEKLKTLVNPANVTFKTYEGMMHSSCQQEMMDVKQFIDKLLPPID
PAFAH2 inh – inhibitors of human PAFAH2. inhibition, % at 3.39 µM. recombinant PAFAH2, FP-rhodamine activity probe, fluorescence polarization. AID 492956. actives 0.99% (n = 340,000). Q99487;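 active means inhibition above the mean over all tested compounds plus 3 SD, cut at about 30% in these data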;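 further: inhibitors block probe labeling of enzyme so polarization drops; 0% = enzyme with DMSO and 100% = wells lacking PAFAH2 protein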
LYPLA2 counter – blocks human lysophospholipase 2, a PME1 counter-screen | O95372 | recombinant LYPLA2, FP-Rh probe fluorescence polarization | inhibition, % at 5.9 µM | actives 0.38% (n = 320,000) | AID 2177;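 active means inhibition above the screen-wide mean plus 3 SD, limit set per campaign, cut at about 26% in these data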;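 further: 0% = LYPLA2 with DMSO and 100% = wells lacking LYPLA2 enzyme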
Target sequence (O95372 whole entry, looked up): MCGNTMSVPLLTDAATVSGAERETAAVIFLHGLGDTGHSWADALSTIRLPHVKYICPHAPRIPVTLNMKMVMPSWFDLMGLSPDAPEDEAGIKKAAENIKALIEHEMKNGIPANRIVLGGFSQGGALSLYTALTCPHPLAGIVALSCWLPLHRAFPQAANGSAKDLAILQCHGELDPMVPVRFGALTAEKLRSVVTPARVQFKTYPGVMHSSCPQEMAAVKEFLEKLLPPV
* = called active by the depositor; . = not tested or not shown. An excerpt. The share of hits here may be higher or lower than overall.

molecule	pPAFAH FP inh	GSTO1 inh	PAFAH1B2 FP inh	PAD4 inh	PME-1 inh	PAFAH1B3 FP inh	LYPLA1 inh	PAFAH2 inh	LYPLA2 counter
Cn1c(=O)[nH]c(=O)c2c1nc(N1CCCC1)n2CC(O)COc1ccccc1 (configuration not stated)	3	6	1	-2	-4	-2	0	-3	0
O=C(CCS(=O)(=O)c1ccccc1)Nc1ccc(S(=O)(=O)Nc2ncccn2)cc1	3	0	2	0	4	4	-2	-3	-4
COc1ccc(/C=C(\C#N)C(=O)OCC(=O)Nc2ccc(C(C)(C)C)cc2)cc1	11	0	-5	0	-12	-1	-8	-8	-11
CC(C)c1ccc(/C=C2\Oc3c(ccc(O)c3CN3CCN(C)CC3)C2=O)cc1	14	-3	25*	1	-31	8	4	76*	2
CC(=O)CCc1c(C)nc2ccc(C(=O)O)cc2c1Cl	2	-3	-3	4	-7	-9	0	-10	13
Cc1cc(Cl)ccc1OC(C)C(=O)Nc1ccccc1N1CCOCC1 (configuration not stated)	12	-2	5	2	4	8	3	12	-8
COC(=O)CN(C)C(=O)c1ccc(OC)c(OC2CCN(C(C)C)CC2)c1	-6	-2	-2	1	-8	9	-5	3	-7
O=C(/C=C/Nc1ccc(F)cc1)c1ccco1	-3	5	0	-4	-7	1	-9	1	-6
CC(C)(C)c1ccc(CS(=O)(=O)CC2(O)CCN(C(=O)c3cccc(C(F)(F)F)c3)CC2)cc1	4	1	-1	0	-3	-5	1	-2	1
COc1ccc(OCc2cccc(C(=O)NN)c2)cc1	7	-2	5	-2	-4	3	3	-7	-1
O=c1c2ccccc2nc(-c2cccs2)n1-c1cccc2ccccc12	-2	-3	0	2	-2	8	-6	-5	-9
O=C(Nc1cn(-c2ccccc2)nc1-c1ccc(Cl)cc1)c1ccccc1	-2	-5	0	-2	-6	2	-8	-16	-24
COc1ccccc1NS(=O)(=O)c1cccc(C(=O)N2CC(C)OC(C)C2)c1 (configuration not stated)	-1	3	-3	-3	6	12	3	5	3
O=C(O)CNC(=O)c1ccccc1F	7	-2	5	4	-2	8	0	10	8
Cc1cccc2cc(CN(Cc3nnnn3Cc3ccco3)C3CCCC3)c3nnnn3c12	0	-6	1	-8	4	10	-4	-10	-6
CCC(=O)c1ccc(OCCSc2ncccn2)cc1	-5	25	1	1	-12	8	-1	-1	1
O=C(NCC1CC1)c1ccc(Nc2nc3ccc(Br)cc3[nH]2)cc1	19	5	18	0	7	24	-13	-16	-6
O=c1c2ccccc2[nH]c(=S)n1Cc1cccnc1	-3	11	7	3	-3	10	1	-2	1
CC(C)C12CN3CC(C(C)C)(CN(C1)C3c1ccccc1O)C2=O (configuration not stated)	6	6	0	1	0	3	0	-1	11
CCOC(=O)N1CCN(C2CC(=O)N(c3ccc(Oc4ccccc4)cc3)C2=O)CC1 (configuration not stated)	9	0	0	-4	3	3	-1	29	9
O=C(C1CCN(c2ncnc3c2nc2n3CCCCC2)CC1)N1CCCCC1	3	5	6	0	-1	7	1	-2	2
Cc1cccc(-c2nc3c(c(SCC(=O)N4CCOCC4)n2)CCCC3)c1	3	12	1	1	-3	7	-1	5	3
O=C(Nc1cccc(-n2cnnn2)c1)c1cccnc1	5	2	-1	-3	2	5	2	-1	3
Cn1cc(S(=O)(=O)N2CCN(c3ccccc3F)CC2)c(=O)n(C)c1=O	7	5	2	-1	2	-1	2	-6	3
COc1ccc(C(=O)Nc2cccc(C(C)=O)c2)cc1S(=O)(=O)N1CCOCC1	-3	4	-7	-1	1	4	-6	0	-2
O=C(CN1CCCCCCC1)NC(=O)NC1CCCCC1	4	4	8	0	2	-4	0	-2	-2
O=C(CN1C(=O)NC2(CCCC2)C1=O)N1CCN(Cc2ccccc2)CC1	3	-7	0	-7	-3	6	2	3	11
CC1(C)Cc2c(sc3[nH]c(=O)n(CC(=O)NCC4CCCO4)c(=O)c23)CO1 (configuration not stated)	-2	-4	0	-2	3	7	-1	-3	12
CCOC(=O)C(=O)Nc1ccccc1C(N)=O	0	-4	1	2	-1	0	-2	1	3
Cc1cccc(C)c1NC(=O)CNC(=O)c1c(C)nn(-c2ccccc2)c1Cl	0	9	3	-2	4	3	2	6	0
CCc1cc(SC#N)cc(C)c1N	-1	0	0	3	-4	8	0	3	-4
Cc1cc(C)nc(N(C#N)Cc2ccc([N+](=O)[O-])cc2)n1	-2	2	-6	1	5	5	-1	-4	0
CC1CCC(NC(=O)Nc2cccs2)CC1 (configuration not stated)	3	4	5	-6	-4	4	-2	-2	0
CN(C)S(=O)(=O)c1ccc2c(c1)nc(CCC(=O)NCCc1ccc(Cl)cc1)n2C	1	-4	18	-1	4	-1	4	-4	4
COc1ccc(NC(=O)c2ccc(N3C(=O)C4CC=C(Cl)CC4C3=O)cc2)cc1 (configuration not stated)	11	-3	-4	-1	-3	4	-11	-2	-5
Cc1ccc(OCC(=O)NC2CCCC2)c(C)c1	3	7	2	2	5	4	2	3	9
CCCCCCSc1ccc([C@H]2N[C@@](CC(C)C)(C(=O)OC)[C@H]3C(=O)N(CC)C(=O)[C@@H]23)cc1	3	2	6	1	2	-2	-1	5	7
CCOc1ccc(S(=O)(=O)N2CCc3ccccc3C2)cc1	-2	-5	4	-1	12	6	-1	0	-2
Cc1cc2ncc(Cl)nc2cc1C	1	1	2	1	1	-3	-1	-3	-5
CC(C)CNS(=O)(=O)c1ccc(Br)cc1N1CCC[C@@H]1CO	5	.	-2	-3	.	3	.	-1	.
COC(=O)c1ccc(Sc2ccc(Cl)cc2)c(N)c1	6	4	19	1	2	-5	1	1	2
CCCc1nnc(SCc2ccc(OC)cc2)n1N	1	-1	4	-3	0	2	1	-1	1
CCOC(=O)c1sc(/N=C/c2ccc(O)cc2O)cc1C	7	5	0	1	-3	-7	3	-3	3
Cc1nn(-c2ccccc2)c2sc(C(=O)OC3CCOC3=O)cc12 (configuration not stated)	4	11	3	2	-2	0	-7	-3	36*
O=C(Nc1cccnc1)c1ccccc1-c1nc(-c2ccccc2F)no1	7	-9	-1	-1	-5	15	-3	4	1
O=C(CSc1nnc(COc2ccccc2)o1)N1CCCC1	3	4	6	1	-1	4	2	4	0
Cc1ccc(CNc2nc3ccccc3n2C)cc1	1	3	2	4	-4	-5	1	0	0
OC(COc1ccccc1F)CN1CCC(Cc2ccccc2)CC1 (configuration not stated)	2	7	5	-3	5	-6	3	0	7
CC(C)Cc1nnc(NC(=O)CSc2nc(N)cc(=O)[nH]2)s1	6	47*	5	0	-1	7	1	0	-3
CCN(CC)S(=O)(=O)c1ccc(OC)c(NC(=O)c2cc([N+](=O)[O-])ccc2Cl)c1	3	-4	4	-2	2	-7	-3	0	7
COc1ccc(C2CC(c3ccc(OC)cc3)n3nc(N)nc3N2)cc1 (configuration not stated)	1	-4	-1	-3	2	1	-2	-2	3
O=C(COC(=O)/C=C/c1ccc(OC(F)F)cc1)Nc1cccc(S(=O)(=O)N2CCCC2)c1	3	-9	-5	0	-36	-13	-21	34*	-43
CCOC(=O)c1c(-c2ccc(-c3ccccc3)cc2)csc1NC(=O)c1cccc(N2C(=O)CCC2=O)c1	2	-13	-6	-3	-8	-10	-4	-12	-8
NC(=O)C1CCN(C(=O)c2ccc(-c3ccccc3Cl)o2)CC1	1	.	3	1	4	3	-3	7	-3
COc1ccc(C2C=C(C)Nc3ncnn32)cc1 (configuration not stated)	-3	-1	1	1	0	5	0	0	-6
O=C1CCCc2ccccc2N1Cc1cccc(F)c1	-2	8	12	-3	1	14	-1	6	0
C[C@H](NC(=O)c1nc[nH]c1C(=O)N[C@@H](CCCCNC(=O)OC(C)(C)C)C(=O)OC(C)(C)C)C(=O)OC(C)(C)C	5	-2	4	4	5	4	-2	6	-1
CCC(=O)N1C(Cc2ccccc2)COC1(C)C (configuration not stated)	0	-3	2	-2	-2	4	1	-7	-2
O=c1cc(-c2ccc(O)c(O)c2)oc2c(C3O[C@H](CO)[C@@H](O)[C@H](O)[C@H]3O)c(O)cc(O)c12 (some centres not stated)	4	26	2	0	-5	30*	-2	-3	-1
CC1CN=C(N(C(=O)Nc2ccccc2)c2ccc(S(=O)(=O)N3CCOCC3)cc2)S1 (configuration not stated)	1	-1	6	-1	-1	4	1	3	3

(continued)
molecule	pPAFAH FP inh	GSTO1 inh	PAFAH1B2 FP inh	PAD4 inh	PME-1 inh	PAFAH1B3 FP inh	LYPLA1 inh	PAFAH2 inh	LYPLA2 counter
CC(=O)Nc1ccc(NC(=O)CN(C)S(=O)(=O)c2ccc3c(c2)CCC(=O)N3)cc1	4	8	3	1	1	5	2	0	-3
Nc1ccc(OC(=O)Nc2ccc(O)cc2)cc1	19	59*	5	73*	10	13	0	-5	5
CCCCC(=O)NS(=O)(=O)c1ccc(N=NN(CC)CC)cc1	-1	2	1	3	-3	8	-1	3	-7
CCCS(=O)(=O)N1CCCC(C(=O)NC(C)c2ccc3c(c2)OCCO3)C1 (configuration not stated)	-3	2	-2	-5	1	6	-3	0	-5
COc1ccc(N(CC(=O)NC2CCCC2)C(=O)c2ccc(C)s2)cc1OC	3	-2	3	4	-1	6	0	5	-3
Cc1ccc(-c2nc3ccc(NS(=O)(=O)c4ccccc4)cc3[nH]2)o1	9	5	4	2	-5	6	-3	6	-3
O=C(NCCC(=O)N1CCC2(CC1)NCCc1[nH]cnc12)c1cccc(Cl)c1	2	1	-3	-5	0	2	-2	6	1
Cc1sc2ncn(CC(=O)N3CCCCC3)c(=O)c2c1C	3	-2	3	-5	-2	-9	0	-12	4
Cc1ccc(CS(=O)(=O)CCC(=O)NCCN(C)Cc2ccccc2)cc1	14	-1	3	-1	-1	-2	2	0	1
O=C(Nc1ccc(Cl)cc1Cl)c1n[nH]c(Cn2cncn2)n1	6	2	1	2	-7	-3	4	2	5
COc1ccc(C(=O)NNC(=O)C23CC4CC(CC(C4)C2)C3)c(OC)c1	6	7	9	1	1	3	-2	11	4
Cc1cccc(OCc2n[nH]c(=S)o2)c1	0	4	6	-4	-6	5	-1	3	-8
COc1ccccc1OCC(=O)N/N=C1\CCc2ccccc21	3	2	0	-1	3	2	2	1	-5
C[C@H](NC(=O)[C@@H]1Cc2ccccc2CN1)C(=O)NC1CCCC1	1	0	0	0	-3	5	0	6	5
O=C(O)c1ccccc1Sc1ncnc2sccc12	6	0	3	1	1	-2	4	2	1
Cc1nn(Cc2ccc(Cl)cc2)c(C)c1NC(=O)CCCn1nc([N+](=O)[O-])c(Cl)c1C	2	4	-2	-2	4	-6	1	1	-3
N/C(=N\OS(=O)(=O)c1ccc2ccccc2c1)c1cccnc1	5	2	-1	-2	7	10	0	1	0
Cc1ccc(-n2c(SCC(=O)N3CCC(C(=O)O)CC3)nc3ccccc3c2=O)cc1C	2	0	6	0	6	8	-4	-15	-5
COc1cc(NC(=O)NS(=O)(=O)c2ccc(C)cc2)cc(OC)c1	10	-9	6	-4	1	2	2	0	3
COc1ccc(C(CNC(=O)c2cc(SC)ccc2Cl)N(C)C)cc1 (configuration not stated)	-2	-5	-5	-2	-3	-1	-2	-8	-4
Cc1cc(=O)oc2c(C(=O)/C=C/c3ccccc3)c(O)ccc12	0	3	3	1	3	-1	3	7	-3
Cc1cc(C)c2c(N)c(C(=O)Nc3ccc(F)cc3)sc2n1	8	2	6	-4	1	0	0	10	-3
